Bioassay records (PubChem BioAssay)
TRPM1 prom inh – inhibitors of MITF-dependent TRPM1 promoter reporter, primary screen, cell-based, SK-MEL-5, single point, luciferase | SK-MEL-5 TRPM1 promoter luciferase, 24 h | 330,000 compounds, 0.83% hits | inhibition, % at 12.5 µM;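 active = mean inhibition across replicates of 60% or more, whatever share of single replicates reaches that level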; also: values of inactives mirror those of a sister screen read the other way
C8 TRAIL sens – viability loss with TRAIL in NB7+C8 cells, primary screen, TRAIL sensitizer project, cell-based, ATPlite luminescence; inhibition (viability loss, TRAIL sensitization), % at 10 µM; AID 624354, 2012; 360,000 compounds, 1% hits;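 active = compounds causing at least 50% loss of cell viability in the single-dose screen, relative to plate controls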
LMP1 NFkB inh – EBV LMP1-driven NF-kappaB luciferase reporter inhibitors, primary screen, cell-based, luminescence, single point; LMP1-induced NF-kappaB luciferase reporter cells; inhibition, % at 12.5 µM; 350,000 compounds, 0.69% hits; AID 504558, 2011; in the data active = inhibition above about 41%;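 also: 0% = neutral control wells and 100% = reference inhibitor control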
NR2E3 ag-1 – NR2E3 agonists in two-hybrid cells, primary screen, cell-based, luminescence, CHO-S, Gal4-NCOR/VP16-NR2E3; Photoreceptor-specific nuclear receptor (Homo sapiens), Q9Y5X4; luciferase; inhibition of corepressor binding, % at 3.98 µM; 360,000 compounds, 0.35% hits; AID 602229, 2012;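 active = inhibition above the mean of all tested compounds plus 3 SD, cut at about 70% in these data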;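 also: 0% = DMSO with NR2E3 transfected cells and 100% = cells lacking NR2E3 construct; higher means lower luciferase signal from less NR2E3 corepressor binding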
Target sequence (Q9Y5X4 whole entry, looked up, the tested form may be a part): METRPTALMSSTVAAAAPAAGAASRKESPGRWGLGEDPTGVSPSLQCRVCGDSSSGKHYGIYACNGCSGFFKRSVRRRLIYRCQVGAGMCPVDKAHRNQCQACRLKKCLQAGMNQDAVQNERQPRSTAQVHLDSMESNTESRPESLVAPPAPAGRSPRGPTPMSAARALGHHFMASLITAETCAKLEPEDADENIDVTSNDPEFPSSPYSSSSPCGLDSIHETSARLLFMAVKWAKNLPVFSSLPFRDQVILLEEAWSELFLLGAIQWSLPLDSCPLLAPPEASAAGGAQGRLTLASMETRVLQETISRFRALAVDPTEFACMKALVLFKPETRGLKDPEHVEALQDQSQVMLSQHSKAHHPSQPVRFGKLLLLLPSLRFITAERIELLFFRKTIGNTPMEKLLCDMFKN
Peg3 prom inh – Peg3 promoter-driven luciferase inhibitors, primary screen, cell-based, HeLa, luciferase luminescence; HeLa PEG-Prom luciferase reporter, overnight; inhibition, % at 20 µM; 360,000 compounds, 1.7% hits;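 active = inhibition of at least 50% at 20 µM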
CF NFkB block – inhibitors of PAF-induced NF-kB signaling, primary screen, cell-based, GFP fluorescence, uHTS. 360,000 compounds, 0.86% hits. inhibition, % at 5 µM. KKLEB NF-kB-GFP reporter, GFP fluorescence overnight;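 active = at least 50% inhibition at 5 µM, scaled per plate between neutral and stimulator controls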;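 also: PAF is a Pseudomonas aeruginosa culture filtrate used as stimulus; plate controls were PAF-stimulated DMSO wells for no effect and unstimulated DMSO wells for full effect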
HIF-2a block – HIF-2a reporter inhibitors, primary screen, luminescence, 786-0 RCC cells | 786-0 RCC cells HIF-2a reporter, luciferase luminescence, overnight | inhibition, % at 18.8 µM | 360,000 compounds, 0.72% hits | AID 624352, 2012;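 active = inhibition of the luminescence signal of 40% or more relative to plate controls, in a single-dose primary screen at 18.75 µM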
Shn3 inh set2 – reduction of Shn3 3'UTR firefly luciferase signal, primary screen, Schnurri-3 inhibitor project, cell-based, Clone20 osteoblasts, set 2; 360,000 compounds, 0.52% hits; inhibition, % at 12.5 µM; AID 588674, 2011; Clone20 osteoblast Shn3 3'UTR firefly luciferase, 24 h;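 active = mean inhibition of at least 75% with every replicate also reaching 75%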;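 also: 0% = median of neutral control wells and 100% = pilot-screen positive control compound; some compounds past the cut are filed as inactive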
NR2E3 ag-2 – inhibitors of NR2E3-RetCOR corepressor binding, primary screen, NR2E3 agonist project, biochemical, TR-FRET, GST-NR2E3, biotin-RetCOR | 1536-well | inhibition of corepressor binding, % at 4.78 µM | 320,000 compounds, 0.12% hits | AID 2300, 2010;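 active = percent inhibition above the cutoff of mean plus 3 SD of all tested compounds, set per screening campaign, cut at about 20% in these data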;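 also: 0% = DMSO wells and 100% = biotin wells as full block of FRET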
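Material: NR2E3–RetCOR corepressor complex | Quantity: 1.35 nM GST-tagged NR2E3 final | Schedule: 5 h at 4 °C | Replication: Singlicate compound wells | Reagent: RetCOR corepressor, biotinylated, 7 nM | Controls: Biotin wells as high control, 0.6% DMSO wells as low control | Signal: TR-FRET, Eu(K)-anti-GST donor, streptavidin-D2 acceptor, ex 340, em 617/671 nm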
hiPSC survival – enhancers of single-cell hiPSC survival, primary screen, ATPlite luminescence | survival enhancement, % at 20 µM | 360,000 compounds, 0.044% hits | 100% = ROCK inhibitor wells, 0% = DMSO | AID 602274, 2012; in the data active = survival enhancement above about 18%;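 also: cells exposed to compounds for 16 hours before the ATP read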
KKLEB tox – cytotoxicity in KKLEB CF airway cells, primary screen, cytotoxicity control for CF NF-kB inhibitor project, cell-based, uHTS, fluorescence assay plates; KKLEB CF airway cells viability, ATPlite luminescence, overnight; active compounds read low; cells stimulated with P. aeruginosa culture filtrate; activity change (cytotoxicity), % at 5 µM; 360,000 compounds, 0.36% hits;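 active = corrected activity change at or below -50% at 5 µM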
* hit, by the source's call; nt = no result given.

Each structure is followed by: TRPM1 prom inh, C8 TRAIL sens, LMP1 NFkB inh, NR2E3 ag-1, Peg3 prom inh, CF NFkB block, HIF-2a block, Shn3 inh set2, NR2E3 ag-2, hiPSC survival, KKLEB tox
> O=[N+]([O-])c1cccc(-c2cn3nc(-c4ccccc4)c(-c4ccccc4)nc3n2)c1
→ -18, 11, 5, 9, -3, 2, -28, -24, -1, -0.7, -3
> Cc1ccc(NC(=O)N2C(=O)C3(OCCO3)c3ccccc32)cc1
→ -64, -1, -3, -122, -251, 19, -228, -77, 4, 0.0, -4
> O=C(O)COc1ccc(=O)n(-c2ccccc2)n1
→ 3, 23, 6, 0, 9, -2, 19, 1, 1, -2.0, -2
> O=S(=O)(c1ccc(Br)cc1)c1nc(-c2ccccc2)oc1N1CCOCC1
→ 3, -1, 5, 12, 20, 20, 12, -10, 1, -0.3, 1
> Cc1ccc(S(=O)(=O)N2C[C@H]3C(=O)C[C@@H](c4ccccc4)N(S(=O)(=O)c4ccc(Br)cc4)[C@H]3C[C@H]2c2ccccc2)cc1
→ nt, 5, nt, -5, 6, -21, 9, 4, nt, -1.5, -8
> NC(=O)c1cc([N+](=O)[O-])ccc1NCc1ccc(F)cc1
→ nt, -9, 17, -30, -100, 2, -156, 9, 2, -0.2, -24
> COc1ccc(CNc2cccc3[nH]c(C(F)(F)F)nc23)cc1OC
→ 9, 1, 2, -30, 6, 16, 3, 7, 7, 1.0, -17
> CN(C)c1ccc(C=NCC2COc3ccccc3O2)cc1 (configuration not stated)
→ -1, -1, -1, -21, -3, -6, 11, 3, 0, -0.4, 5
> COc1ccc(NC(=O)C(CC(C)C)NC(=O)C2CCCCC2)c(OC)c1 (configuration not stated)
→ -16, -13, -3, 8, 14, 5, 7, -5, 1, 0.0, -12
> CCOC(=O)N1CCN(C(=O)C2CCCN(S(=O)(=O)c3ccc(C)cc3)C2)CC1 (configuration not stated)
→ 8, -6, 5, -10, 0, 0, -5, 11, 0, -1.3, 21
> Cc1cccc2sc(N(CCCN3CCOCC3)C(=O)CS(=O)(=O)c3ccc(F)cc3)nc12
→ -11, -8, -5, -5, -30, 32, -30, -4, 1, 0.2, -13
> COc1ccccc1NC(=O)Nc1ccc(Cl)c(S(=O)(=O)Nc2ccccc2OC)c1
→ -7, -15, 7, -18, 22, -2, 10, 5, 5, 1.1, 7
> CC(C)(C)C1CCC(C(=O)OCC(=O)Nc2ccc3[nH]c(=O)[nH]c3c2)CC1 (configuration not stated)
→ -4, 5, 0, 10, 14, 3, 23, -1, 7, -0.7, -1
> CC1=NN(c2ccccc2)C(=O)C1(C)[N+](=O)[O-] (configuration not stated)
→ 3, 3, 0, -7, 0, 7, 14, -14, 2, 1.2, -6
> O=C(NCCSc1ncc(-c2ccccc2)[nH]1)c1ccco1
→ -18, -8, -14, -14, -102, 9, -149, -36, 0, 1.0, 0
> COc1ccc(S(=O)(=O)N2CCN(C(=O)COc3ccc(C)c(C)c3)CC2)cc1OC
→ 10, 18, 4, -9, 31, 7, 15, 10, 0, 0.0, 2
> Cn1nc(CC(=O)NCc2ccc(C(F)(F)F)cc2)c2ccccc2c1=O
→ 22, 21, 2, 67, 4, -16, 5, 72, 3, -0.4, -11
> CCCCCCCCCC(=O)N[C@@H]1c2cc(OC)c(OC)cc2C[C@H]1O
→ -5, -4, 5, 5, 10, -9, 9, 13, nt, 0.0, -3
> COCC(=O)Nc1nnc(-c2ccc(C(C)(C)C)cc2)s1
→ -95, 39, 7, -106, -276, 32, -193, -50, -1, 0.2, -19
> CCC(=O)N(C(=O)CC)N1CCN(c2ccncc2S(=O)(=O)N2CCCCC2)CC1
→ 3, -11, 3, -14, 11, 9, 11, -8, -1, -0.1, -21
> Cc1ccc(S(=O)(=O)NNc2c3ccccc3nc3ccc(Cl)cc23)cc1
→ nt, 5, -3, 21, -26, -196, -72, 5, nt, -3.4, 1
> O=C(/C=C/c1ccccc1)Nc1nnc(SCC(=O)c2ccc3ccccc3c2)s1
→ 3, -2, -27, -9, -3, -2, -33, 9, 0, 1.0, 1
> Cc1ccccc1NC(=O)COc1ccc2oc(=O)cc(C)c2c1
→ 0, 1, 6, -6, 2, -14, 5, 8, 0, 6.2, 15
> N=c1c(S(=O)(=O)c2ccc(Br)cc2)cc2c(=O)n3ccccc3nc2n1CCN1CCOCC1
→ 8, 13, -5, 4, 19, 15, 7, -16, nt, 0.1, -13
> COc1cccc(OCc2ccc(Cn3nc(NC(=O)NCCc4ccc(OC)c(OC)c4)c4ccccc43)cc2)c1
→ nt, -18, nt, 8, 17, -5, -1, 21, nt, -2.9, -7
> COc1ccc([N+](=O)[O-])cc1N1C(=O)c2cccnc2C1=O
→ 10, 1, 6, 22, 4, 1, 14, -10, -1, 0.6, 5
> S=C1SCCN1Cc1ccccc1
→ 2, -18, 9, -12, -3, 5, -1, 35, nt, 0.4, -4
> CCN1CCN(C(CNS(=O)(=O)c2ccccc2)c2ccccc2)CC1 (configuration not stated)
→ 3, -3, -2, -6, -14, 4, 9, 5, -1, -0.5, -6
> Cc1ccc(C(=O)Nc2ccccc2C(=O)NC(Cc2ccccc2)C(=O)O)cc1 (configuration not stated)
→ 0, 11, 8, -49, -15, -7, -36, 5, 0, 2.3, -7
> O=C(O)CCCC(=O)NCCc1cccc(Cl)c1
→ 0, 16, 5, -6, 16, 12, 14, -2, 2, -1.3, 3
> CCC(C)c1c(O)nc(SCc2ccccc2)[nH]c1=O (configuration not stated)
→ 1, 7, -2, -23, 2, 9, 8, -9, 4, 1.1, -3
> Cn1c(Cn2nnc3ccccc32)nnc1SCC(=O)Nc1nccs1
→ -4, -1, 4, 16, 11, 0, 11, -4, 4, 0.2, 7
> CCc1ccc(-c2nc(CS(=O)CC(=O)NCCN3CCCCCC3)c(C)o2)cc1 (configuration not stated)
→ 6, 13, 1, -4, -24, -22, 32, 1, -4, -0.6, 13
> CC(=O)Nc1cccc(NC(=O)c2csc(C)c2)c1
→ -2, 3, -12, 7, -15, 15, -67, -6, 2, -0.2, -8
> CSCc1ccc(C(=O)NCCSc2ccc(Br)cc2)cc1
→ -115, 17, -34, -115, -217, -22, -172, -94, -1, 2.4, 0
> Cc1cn([C@H]2C[C@H](O)[C@@H](CNCc3ccc(Oc4cc(-n5cccn5)ncn4)cc3)O2)c(=O)[nH]c1=O
→ nt, 8, 1, -16, -3, -25, -6, -2, nt, -2.4, 9
> C[C@H](CO)N1C[C@H](C)[C@H](CN(C)S(=O)(=O)c2ccc3ccccc3c2)OCc2cnnn2CCCC1=O
→ nt, -5, -7, -15, 0, -13, 0, -1, nt, 0.5, 12
> O=C(Nc1nnc(CC2=CCCCC2)s1)c1cccs1
→ -34, 5, -14, -61, -137, -8, -154, -52, 1, -0.7, 4
> CCC(NC(C)C)C(O)c1ccc(O)c(O)c1 (configuration not stated)
→ -11, 9, -6, 1, -10, 19, 21, 22, 5, 0.7, -5
> Cc1ccc2nc(C)c3c(c2c1)OC(C(C)(Cl)Br)C3 (configuration not stated)
→ -1, 9, 17, -4, -3, -15, -2, 50, -4, -0.1, 14
> COc1cc(S(=O)(=O)N2CCCCC2)ccc1NC(=O)Cc1ccccc1
→ 16, -9, -3, -35, 13, 0, 12, 14, 2, -2.0, -22
> O=C(COC(=O)c1ccco1)Nc1nc2ccccc2s1
→ 2, 12, -6, -21, -37, -4, -43, -20, 1, 2.9, 8
> CC(C(=O)N1CCCc2c1c(=O)oc1ccc(O)cc21)N1CCc2ccccc2C1 (configuration not stated)
→ 9, -5, -3, -2, 16, -20, 24, 4, 2, 2.8, 3
> CSc1ncc(-c2ccccc2)cn1
→ -39, -2, -15, -38, -82, 3, -59, -28, 1, 0.2, -1
> NS(=O)(=O)c1ccc(CCNc2nn3c(-c4cccc(OC(F)(F)F)c4)cnc3s2)cc1
→ nt, 36, nt, 94*, 102*, 53*, 23, 83, nt, -0.5, -41
> O=C1CCOc2cc(OCc3ccccc3)ccc21
→ 0, 6, 10, -147, -29, 8, -81, -30, -1, 2.7, 3
> O=C(N/N=C/c1ccsc1)c1c[nH]c2ccccc12
→ -54, 25, -35, -49, -201, -5, -187, -27, 0, -0.5, -7
> CC(=O)Nc1cccc(-c2ccnc3c2CC(C(=O)NCCC(F)(F)F)O3)c1 (configuration not stated)
→ nt, 11, nt, -19, 16, -5, 9, 1, nt, -0.7, 11
> Cn1cccc1-c1cc(C(=O)N/N=C/c2ccc(Cl)cc2)[nH]n1
→ -10, -8, 4, -12, 26, 10, -15, -2, 1, 0.3, -5
> Cc1cc(OCCNCCO)cc(C)c1Cl
→ 1, 1, 10, 3, 4, 7, 6, -59, -5, 6.4, -2
> O=C(COc1nsnc1N1CCOCC1)Nc1ccccc1Cl
→ -11, -7, 2, 3, -44, 25, -41, -18, 1, -0.4, -18
> Cc1cccnc1NC(=O)c1ccc(Cl)c(S(=O)(=O)N2CCCCCC2)c1
→ 2, -4, 3, 3, -6, 11, 10, -13, 2, 0.4, -31
> CCCNC(=O)c1cc(C2CCCN(C(=O)c3cc(C(C)(C)C)nn3C)C2)on1 (configuration not stated)
→ nt, -21, nt, -16, 4, 1, 1, -3, nt, 5.6, 0

An excerpt, so the mix of outcomes need not match the whole.
